CRFBP-R2 block = antagonists of CRF-BP/CRF-R2 complex, primary screen, cell-based, HEK293, calcium dye fluorescence, uHTS. CRF-induced calcium fluorescence. inhibition, % at 11.8 µM. 350,000 compounds, 0.59% hits. AID 588475, 2011;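 active = inhibition of the ligand-induced calcium signal above about 50% at the single tested concentration, limit read from the data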
IDE cell activ = human IDE activators in live cells, primary screen, fluorescence polarization, HEK cells, FAbeta-B substrate | Insulin-degrading enzyme (Homo sapiens), P14735 | FAbeta-B cleavage; 0% vehicle, 100% cell-free pure enzyme wells | activation, % at 5.96 µM | 340,000 compounds, 0.073% hits | AID 493087, 2011;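 active = activation above the mean of all tested compounds plus 3 SD, set per screening campaign, cut at about 17% in these data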
GalR3 antagonist = GalR3 antagonists in HEK293 cells, primary screen, cell-based, fluorescence readout; Galanin receptor type 3 (Homo sapiens), O60755; HEK293 GalR3-CNG cAMP membrane potential fluorescence; galR3 body fused to GalR1 C-terminus; inhibition, % at 3 µM; 360,000 compounds, 0.44% hits;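 active = inhibition above the screen-wide average plus 3 SD, cut at about 13% in these data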;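 also: forskolin and galanin both at EC90 stimulate the cells; cAMP rise reported by CNG channel membrane potential dye signal; 0% = forskolin plus galanin with DMSO and 100% = forskolin alone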
PHOSPHO1 inh = PubChem AID 1565; Phosphoethanolamine/phosphocholine phosphatase (Homo sapiens), Q8TCT1; recombinant PHOSPHO1, absorbance phosphatase assay; inhibition, % at 13.3 µM; 290,000 compounds, 1.1% hits; in the data active = inhibition above about 60%
IDE cell inh = human IDE inhibitors in live cells, primary screen, fluorescence polarization, HEK cells, FAbetaB substrate | FAbetaB cleavage | inhibition, % at 5.59 µM | AID 434962, 2010 | Insulin-degrading enzyme (Homo sapiens), P14735 | 320,000 compounds, 0.41% hits;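 active = percent inhibition above the average of all tested compounds plus 3 SD, set per screening campaign, cut at about 16% in these data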;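 also: IDE supplied by intact live HEK cells; FP after avidin binding of uncleaved biotin substrate so inhibition keeps polarization high; 0% = DMSO wells and 100% = 60 µM reference IDE inhibitor Ii1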
MEKK3 PB1 HTS = modulators of MEKK3-MEK5 PB1 binding, primary screen, biochemical, wildtype MEKK3, multiplex bead flow cytometry, Alexa488-MEK5. bead-based flow cytometry, Alexa488-MEK5 binding to MEKK3; actives lie on both sides; 0 = blocked by unlabeled MEK5, 100 = vehicle. Mitogen-activated protein kinase kinase kinase 3 (Homo sapiens), Q99759. 290,000 compounds, 1.4% hits. binding response (% of control), % at 10 µM;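 active = binding response more than 3 SD above or below the average of its plate-row segment, actives on both sides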;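 also: Alexa488 bead fluorescence after subtracting the streptavidin-only scavenger bead signal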
Target sequence (Q99759 whole entry, looked up): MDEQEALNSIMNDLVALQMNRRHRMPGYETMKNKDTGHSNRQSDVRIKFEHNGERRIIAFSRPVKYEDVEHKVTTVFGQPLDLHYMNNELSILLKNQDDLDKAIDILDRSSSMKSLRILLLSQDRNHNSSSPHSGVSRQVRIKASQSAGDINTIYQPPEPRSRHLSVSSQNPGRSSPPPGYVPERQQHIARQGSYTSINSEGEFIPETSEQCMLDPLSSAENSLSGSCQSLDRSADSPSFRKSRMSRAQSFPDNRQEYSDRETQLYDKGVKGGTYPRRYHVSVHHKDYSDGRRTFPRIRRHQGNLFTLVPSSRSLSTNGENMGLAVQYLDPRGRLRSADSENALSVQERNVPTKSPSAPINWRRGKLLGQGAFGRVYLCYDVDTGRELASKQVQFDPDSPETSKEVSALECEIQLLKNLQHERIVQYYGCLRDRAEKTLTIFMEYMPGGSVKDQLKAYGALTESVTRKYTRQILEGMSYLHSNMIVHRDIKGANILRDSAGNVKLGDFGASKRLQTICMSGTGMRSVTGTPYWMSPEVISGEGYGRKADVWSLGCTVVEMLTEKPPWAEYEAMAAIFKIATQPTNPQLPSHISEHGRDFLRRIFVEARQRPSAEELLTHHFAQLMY
CRFR2-BP ag = agonists of CRF-BP/CRF-R2 complex, primary screen, cell-based, HEK293, calcium dye fluorescence, uHTS. AID 588473, 2011. 350,000 compounds, 0.46% hits. CRF-binding protein / CRF receptor 2 complex (human). activation, % at 13.2 µM. calcium dye fluorescence (FLIPR); percent of saturating CRF peptide response;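 active = activation of at least 50%, plus an integration ratio under a set limit after plate pattern correction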;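 also: plate controls were neutral control wells without compound for no effect and CRF at EC100 for full effect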
pCIP destab = p/CIP-EGFP fusion destabilizers, primary screen, fluorescence, F442A cells; Q05BA5; 16 h; decrease of EGFP signal, % at 10 µM; 290,000 compounds, 0.01% hits; AID 1984, 2009;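 active = EGFP signal decrease of at least 30% at 10 µM or well 3 SD below plate mean, unless failing retest; inactive = the rest, including hits failing retest or dose response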; also: some compounds called inactive have numbers as strong as hits; many of its hits are not listed in these tables
M4 PAM = human M4 muscarinic receptor positive allosteric modulators, primary screen, CHO-K1 cells, Fluo-8 calcium fluorescence | CHO-K1 hM4/Gqi5, ACh EC20; 0% = ACh EC20, 100% = maximal ACh | activation, % at 3 µM | 360,000 compounds, 0.4% hits;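 active = activation above its plate's cutoff, the mean activation of sample wells plus 3 SD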; also: some results filed as inactive read as strong as hits
Target sequence (P08173 whole entry, looked up): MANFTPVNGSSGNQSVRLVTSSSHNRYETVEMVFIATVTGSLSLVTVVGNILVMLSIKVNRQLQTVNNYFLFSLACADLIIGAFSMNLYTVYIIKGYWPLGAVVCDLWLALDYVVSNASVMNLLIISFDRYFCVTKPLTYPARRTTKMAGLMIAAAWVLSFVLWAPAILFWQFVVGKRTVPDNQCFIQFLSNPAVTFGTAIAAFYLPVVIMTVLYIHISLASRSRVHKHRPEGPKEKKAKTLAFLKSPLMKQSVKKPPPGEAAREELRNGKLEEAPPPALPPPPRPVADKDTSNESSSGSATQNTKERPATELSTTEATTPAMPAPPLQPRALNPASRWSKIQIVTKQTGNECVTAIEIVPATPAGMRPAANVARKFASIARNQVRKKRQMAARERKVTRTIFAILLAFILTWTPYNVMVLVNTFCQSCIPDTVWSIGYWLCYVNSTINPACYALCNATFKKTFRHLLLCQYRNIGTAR
Active calls of the source: *; nt = not tested or not shown.

IDE cell inh	IDE cell activ	CRFBP-R2 block	GalR3 antagonist	CRFR2-BP ag	M4 PAM	pCIP destab	PHOSPHO1 inh	MEKK3 PB1 HTS	mol
nt	-1	18	-3	-1.4	-1	-24	13	101	Cc1c2c(nc3ccccc13)OCC2
2	1	14	0	-0.5	-4	-12	-1	102	Cn1nccc1C(=O)N1CCN(c2ccccc2F)CC1
-7	6	7	-10	1.1	-1	-2	62*	107	CC1=NN(C(N)=S)C(=O)C1N=Nc1ccccc1C(=O)O (centres undefined)
3	4	13	-1	0.6	0	-4	24	102	CN(C)/C=C(\C#N)C(=O)Nc1ccccc1
1	4	22	0	-3.7	-2	19	15	104	O=C(NCCc1ccccc1)C(=Cc1ccc(C(=O)O)cc1)C(=O)NCCc1ccccc1
-3	3	-20	-7	-0.1	4	-7	27	102	COc1ccc(NC(=O)c2ccccc2NC(=O)c2ccccc2)cc1
nt	0	-7	-6	-2.1	-9	nt	nt	nt	O=C1NC(=O)C(c2ccccc2)(c2ccc(Cl)cc2Cl)N1 (centres undefined)
-8	2	5	4	-0.3	3	8	32	89	CCOc1ccc(C(=O)NCC(=O)N2CCC(C)CC2)cc1OCC
3	1	0	-1	-0.9	5	-10	-9	98	COc1cc(C=O)c(Cl)cc1OCC(N)=O
2	4	-2	-3	-0.9	-2	0	2	99	Cc1ccccc1CNS(=O)(=O)c1c(C(=O)N2CCCCC2)c(C)n(C)c1C
-2	1	11	-8	-0.2	-1	1	34	104	O=C(O)CCCN1C(=O)c2cccc3cccc(c23)C1=O
-1	0	63*	-1	0.3	10	2	19	105	CCOc1ccc(NC(=O)[C@@H](NC(=O)c2ccccc2)[C@@H](C)CC)cc1
-2	1	10	-9	-1.8	2	-11	37	110	CCN(CC)c1ccc(NC(=O)CN2CCN(c3ccccn3)CC2)cc1
1	-3	-25	0	1.7	0	-11	-9	99	Cc1cccc2sc(NC(=O)CN3C(=O)c4ccccc4C3=O)nc12
0	4	10	-5	-1.0	-4	11	-12	105	COc1cc(/C=N/NC(=O)c2cccnc2)ccc1OCC(=O)Nc1ccccc1Cl
1	3	-6	-1	0.2	6	nt	nt	nt	O=C(NNC(=O)c1ccccc1F)c1ccc(S(=O)(=O)N2CCCC2)cc1
-3	0	-5	-5	-0.1	2	-15	-17	103	CC(C)C(=O)Nc1cccc(S(=O)(=O)c2cccc(NC(=O)C(C)C)c2)c1
-3	3	11	-2	0.4	4	-10	27	107	O=c1oc2c(CN3CCOCC3)c(O)c(Cl)cc2c2c1CCCC2
-4	6	-20	-9	-0.1	-5	-4	nt	102	Cc1ccccc1OCCN1CCCC1
-3	6	1	0	-2.5	-12	-6	24	86	COCCNC(=O)/C(C#N)=C/c1ccc(O)cc1
nt	2	8	-3	-2.8	-2	nt	nt	nt	Cc1ccc(C(=O)OCC(=O)N2CCNC2=O)c(C)c1
3	4	10	-2	1.8	-5	2	21	98	O=c1[nH]nc(Cc2ccc3ccccc3n2)c2ccccc12
-4	2	-2	-7	-0.1	-5	nt	nt	nt	O=C(NCc1ccccc1CN1CCCC1)c1cc2cc(Cl)ccc2o1
3	6	-6	2	-0.3	-5	-1	11	103	Cc1ccc2c(c1)NC(=O)C(CC(=O)NCCCN1CCc3ccccc3C1)O2 (centres undefined)
5	1	-32	-10	-0.8	-1	-3	24	108	CCc1nc(NC(=O)c2sc(C)nc2C)sc1C(=O)OC

An excerpt from above in order of molecular weight, rising.
IDE cell inh	IDE cell activ	CRFBP-R2 block	GalR3 antagonist	CRFR2-BP ag	M4 PAM	pCIP destab	PHOSPHO1 inh	MEKK3 PB1 HTS	mol
nt	2	8	-3	-2.8	-2	nt	nt	nt	Cc1ccc(C(=O)OCC(=O)N2CCNC2=O)c(C)c1
nt	0	-7	-6	-2.1	-9	nt	nt	nt	O=C1NC(=O)C(c2ccccc2)(c2ccc(Cl)cc2Cl)N1 (centres undefined)
0	4	10	-5	-1.0	-4	11	-12	105	COc1cc(/C=N/NC(=O)c2cccnc2)ccc1OCC(=O)Nc1ccccc1Cl

Additional entries.
IDE cell inh	IDE cell activ	CRFBP-R2 block	GalR3 antagonist	CRFR2-BP ag	M4 PAM	pCIP destab	PHOSPHO1 inh	MEKK3 PB1 HTS	mol
3	0	-13	-2	7.8	7	4	19	nt	O=C1CCCC2=C1C(c1ccccc1)n1c(s/c(=C/c3cccc(F)c3)c1=O)=N2 (centres undefined)
-5	5	13	2	-4.4	-3	nt	nt	101	CCc1nnc(SCc2ccc([N+](=O)[O-])cc2)nc1CC
0	6	4	1	-3.4	-1	-2	-8	92	CSCCC(NC(=O)c1ccc([N+](=O)[O-])cc1Cl)C(=O)OCC(=O)NCCCc1ccccc1 (centres undefined)
1	-5	5	3	2.9	7	1	1	107	CCN(CC)CCCC(C)NC1=NCCCCC1 (centres undefined)
-6	-3	0	-10	3.9	-3	8	-13	107	CC1(c2ccc(NC(=O)c3ccccc3F)cc2)CC1(Cl)Cl (centres undefined)
4	0	-18	-8	5.4	2	-1	8	100	CC1CCN(Cc2c(C(=O)N/N=C/c3ccc(OC(C)C)cc3)nnn2-c2nonc2N)CC1
2	4	-16	-4	1.6	-6	30	19	99	Cc1ccc(S(=O)(=O)N(C)c2ccc(C(=O)NCc3cccnc3)cc2)cc1
nt	nt	-5	-5	-4.9	-11	nt	nt	nt	N=c1c2ccccc2nc2n1CCCCCCC2
0	-1	7	-5	-1.6	13	-18	-3	102	Cc1ccc(C(=O)NCC2CCCO2)cc1N1CCCC1=O (centres undefined)
8	nt	-2	-2	-0.9	-6	nt	nt	nt	CC1(C(=O)O)CCC(C(=O)NNC(=O)c2ccccc2Cl)C1(C)C (centres undefined)
7	5	-45	0	0.6	-2	-1	27	103	CCCCCCn1c(COc2ccccc2F)nnc1SCC(=O)N1c2ccccc2NC(=O)C1(C)C
-1	-3	5	2	7.0	9	-7	17	106	CC(=O)Nc1ccc(NC(=O)Cn2cnc(S(=O)(=O)N3CCOCC3)c2)cc1
7	-8	10	-2	2.2	4	-4	4	108	Cc1nc(NC(=O)/C=C/c2ccc(F)cc2)sc1C(=O)N(C)C
3	6	-2	0	-0.6	1	nt	nt	nt	Oc1c(CN2CCCC2)cc(COCc2ccccc2)c2cccnc12
1	8	-6	4	-5.1	-6	-1	-4	73	Cc1ccc2nc(-c3ccsc3)c(NC3CCCC3)n2c1
5	nt	nt	nt	nt	nt	-2	28	101	C/C(=N\O)C1CCCCC1
9	2	-12	-4	-0.2	-5	-10	1	107	Cc1ccc(NS(=O)(=O)c2ccc(NC(=O)c3cccc(NC(=O)C(C)C)c3)cc2)cc1
-3	4	25	nt	-4.4	-16	-14	10	105	CC(C)Cc1cc(C(=O)NCCc2ccccc2)no1
1	-4	8	-4	-3.3	-5	-9	36	97	S=c1[nH]nc(COc2ccccc2)n1/N=C/C(Cl)=C/c1ccccc1
0	3	-5	-7	-0.5	5	3	13	103	Cc1cccc(NC(=O)c2ccc3[nH]c(=O)c(=O)[nH]c3c2)n1
nt	nt	-6	-5	2.0	-8	nt	nt	nt	C#CCN(C[C@H]1[C@H](OC(=O)NCc2ccc(OC)c(OC)c2)[C@H](OC(=O)NCc2ccc(OC)c(OC)c2)C[C@@H](C(=O)OC)[C@H]1C(=O)OC)S(=O)(=O)c1ccc(C)cc1
3	2	-20	1	-0.5	-1	-3	3	108	COC(=O)c1cc(NS(=O)(=O)c2ccc(N3CCCCCC3)c([N+](=O)[O-])c2)cc(C(=O)OC)c1
1	-3	14	-4	-2.5	0	-1	26	103	CCOC(=O)C(C)NC(=O)c1cn(-c2ccc(OC)cc2)c(=O)c2ccccc12 (centres undefined)
21*	-9	0	-7	0.8	5	-3	40	100	Cc1cccc(N2CCN(C(=O)C3CCC(CNS(=O)(=O)c4cccs4)CC3)CC2)c1C (centres undefined)
nt	nt	-12	-7	0.5	7	nt	nt	nt	Cc1ccc(S(=O)(=O)N2CCC(C(=O)NCCN3CCOCC3)CC2)cc1
3	0	-9	2	1.2	-5	-3	31	105	COC(=O)c1cccc(C(=O)N2CCCC(C(=O)c3cc(F)ccc3F)C2)c1 (centres undefined)
3	-4	-10	0	0.2	1	-5	-11	115	Cc1nc2c(ccc3nc(NC(=O)Cc4ccccc4)sc32)s1
nt	0	1	-2	-1.0	1	nt	nt	nt	CCN(C(=O)CSc1nc2cc(C(=O)O)ccc2c(=O)n1-c1ccccc1F)C1CCS(=O)(=O)C1 (centres undefined)
12	-5	3	3	2.6	-11	-16	-1	100	COc1ccc2nc(N3C(=O)/C(=C/c4ccccc4)NC3=S)sc2c1
-3	0	-19	-11	-0.1	-24	-27	33	110	COc1ccc(/C=C/CN2CCCC(CO)(Cc3cccc(Cl)c3)C2)cc1 (centres undefined)
3	4	-11	-6	-0.7	10	nt	nt	nt	CC(C)(C)OC(=O)C[C@H]1C/C=C\C[C@@H](CC(=O)N(CCO)Cc2ccccc2)C(=O)N[C@H](C(C)(C)C)COC1=O
3	-1	12	-8	-0.2	2	8	57	96	Cc1c(C(=O)c2cccc(F)c2)c2ccccn2c1CCC#N
1	4	-6	-6	0.5	-2	-5	-18	101	CCOC(=O)c1ccc(NC(=O)CC2C(=O)N(c3ccccc3)C(=O)N2CCCOC)cc1 (centres undefined)
3	9	9	5	-2.2	9	-22	4	108	CC(c1ccccc1F)n1cc(C(=O)NCCCn2ccnc2)nn1 (centres undefined)
-4	-3	-2	2	0.2	5	-4	-32	110	CCC(C)(C)NC(=O)C(c1cccn1C)N(C(=O)Cn1nnc2ccccc21)c1ccc(OC)cc1OC (centres undefined)
1	-1	-5	-3	2.1	2	-6	-10	104	CCN(CC)c1ccc(NC(=O)COc2ccc(N(C)S(=O)(=O)c3cccs3)cc2)cc1
-7	3	10	-10	-1.2	-6	7	11	98	CC(C#N)Sc1nnc(-c2ccccc2F)n1C1CC1 (centres undefined)
2	-1	6	-2	-2.5	-4	5	-14	101	Cc1sc2ncnc(Nc3ccc(N4CCOCC4)cc3)c2c1-c1ccccc1
nt	nt	-14	-5	0.2	6	nt	nt	nt	C[C@@H]1CN([C@H](C)CO)C(=O)c2c(c3ccccc3n2C)-c2ccccc2CO[C@@H]1CN(C)C(=O)Nc1ccc2c(c1)OCO2
-1	3	6	-4	-0.7	3	-15	14	105	O=C(CC1(O)C(=O)Nc2ccccc21)c1cccnc1 (centres undefined)
7	1	14	-1	3.2	-7	-5	-4	102	O=C(NNC(=O)c1ccc([N+](=O)[O-])cc1)NC1CCCCC1
-5	2	-7	-1	-1.9	5	-2	12	107	COCCCn1c(=S)[nH]c2ncccc2c1=O
-4	4	17	-2	-0.6	9	9	2	101	CCNC(=S)N/N=C/c1cccc(C)c1
5	4	10	-7	-1.0	-9	-19	20	111	COc1ccc(/C=C2\CCc3ccccc3C2=O)cc1CN1CCOCC1
-3	4	6	-5	0.9	2	3	56	93	CCN1C(=O)/C(=C\N2CCN(C(=O)c3ccco3)CC2)SC1=S
2	5	-7	-4	-0.3	1	3	20	100	OCC[C@@H]1C[C@H](O)[C@@H](O)[C@]2(OCc3ccccc32)O1

Bioassay records deposited in PubChem BioAssay by several laboratories.
